# NPR1 activator: GC-A (human) enzyme activation; HEK293 GC-A cells, cGMP TR-FRET, EC30 ANP; 0% at EC30 ANP, 100% saturating ANP; AID 1671463; activation, % at 10 µM; hit rate 0.14% among 370,000; in the data active means activation above about 40%
# rCAG binder: molecules binding r(CAG) RNA repeats | r(CAG) RNA repeat, TO-PRO-1 dye displacement fluorescence | inhibition, % at 3 µM | hit rate 1.3% among 370,000 | AID 651821;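 active means inhibition above the plate cutoff, the mean of all test compounds on that plate plus 3 SD, cut at about 35% in these data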;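 further: 0% = DMSO alone and 100% = 100 µM mitoxantrone as full dye displacement; higher means more dye released from RNA so lower well fluorescence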
# mABHD4 FP: ABHD4 (mouse) inhibition, primary FP screen; AID 720543; hit rate 0.54% among 370,000; inhibition, % at 8.92 µM; purified mABHD4, FP-Rh probe fluorescence polarization;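 active means inhibition exceeding the mean over every tested compound plus 3 SD, cut at about 30% in these data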;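 further: 0% = plate median of compound wells and 100% = S159A mutant with DMSO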
#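 Assay system: mouse ABHD4 enzyme, wild type / Also added: fluorescent activity-based probe FP-Rh / Doses: single nominal dose of 8.92 µM, 0.89% DMSO final / Timing: 45 min compound pre-incubation plus 60 min probe step, 25 °C / Signal: FP readout, ex 525 nm / em 598 nm / Control set: S159A mutant/DMSO as 100%, compound-well median as 0%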
# PRMT1 FP inh: inhibitors of human PRMT1; Q99873; recombinant PRMT1, activity-based probe fluorescence polarization; inhibition, % at 2.79 µM; hit rate 1.3% among 370,000;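 active means inhibition above about 21% made by adding two undisclosed values, limit read from the data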
# HTRA1 inhibitor: blocks human HTRA1 serine peptidase | Q92743 | recombinant HTRA1, FP-rhodamine activity-based probe, fluorescence polarization | inhibition, % at 5.96 µM | hit rate 0.5% among 340,000; in the data active means inhibition above about 36%;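 further: 0% = enzyme with DMSO and 100% = wells lacking enzyme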
# Target sequence (Q92743 whole entry, looked up): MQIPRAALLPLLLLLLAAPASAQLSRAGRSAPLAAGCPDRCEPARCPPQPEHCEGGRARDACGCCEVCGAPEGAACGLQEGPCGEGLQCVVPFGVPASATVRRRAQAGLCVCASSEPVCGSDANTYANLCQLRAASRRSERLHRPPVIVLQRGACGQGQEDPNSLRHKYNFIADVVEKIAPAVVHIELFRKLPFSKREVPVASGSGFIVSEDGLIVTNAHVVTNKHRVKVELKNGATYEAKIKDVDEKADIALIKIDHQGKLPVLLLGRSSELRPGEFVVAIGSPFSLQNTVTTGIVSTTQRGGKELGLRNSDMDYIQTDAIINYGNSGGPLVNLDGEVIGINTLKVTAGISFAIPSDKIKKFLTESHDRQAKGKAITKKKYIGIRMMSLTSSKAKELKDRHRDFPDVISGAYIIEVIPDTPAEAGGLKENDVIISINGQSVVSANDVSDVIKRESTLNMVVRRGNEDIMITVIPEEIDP
# MBD2 inh: MBD2-methylated oligo binding inhibition; hit rate 0.31% among 370,000; TR-FRET, MBD2 binding to methylated oligonucleotide; Q9UBB5; inhibition, % at 4.4 µM; in the data active means inhibition above about 13%
# NPR2 activator: GC-B (human) receptor activation; hit rate 0.11% among 370,000; P20594; activation, % at 10 µM; HEK293-GC-B cells, CNP EC30, cGMP TR-FRET; 0% at EC30 CNP, 100% saturating CNP; AID 1920062;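 active means activation at 10 µM reaching about 35% in either raw or pattern-adjusted values, limit read from the data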
# TCR-CD3 inh: inhibitors of human TCR-CD3 interaction. TAMRA-labeled TCR probe fluorescence, biochemical. inhibition, % at 9.4 µM. hit rate 0.37% among 360,000; in the data active means inhibition above about 19%;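 further: recombinant mutant TCR 2C K166C tagged with TAMRA read by polarization; 0% = receptor in buffer alone and 100% = receptor with positive control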
# SIAE inh: inhibitors of human sialic acid acetylesterase SIAE | Q9HAT2 | SIAE FP-Rh probe binding, fluorescence polarization | AID 1053197 | hit rate 0.69% among 370,000 | inhibition, % at 9.66 µM;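 active means inhibition above a cutoff: mean of compounds within the control limits plus 3 SD of those, cut at about 17% in these data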;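 further: 0% = plate median of compound wells and 100% = probe without SIAE protein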
# Target sequence (Q9HAT2 whole entry, looked up): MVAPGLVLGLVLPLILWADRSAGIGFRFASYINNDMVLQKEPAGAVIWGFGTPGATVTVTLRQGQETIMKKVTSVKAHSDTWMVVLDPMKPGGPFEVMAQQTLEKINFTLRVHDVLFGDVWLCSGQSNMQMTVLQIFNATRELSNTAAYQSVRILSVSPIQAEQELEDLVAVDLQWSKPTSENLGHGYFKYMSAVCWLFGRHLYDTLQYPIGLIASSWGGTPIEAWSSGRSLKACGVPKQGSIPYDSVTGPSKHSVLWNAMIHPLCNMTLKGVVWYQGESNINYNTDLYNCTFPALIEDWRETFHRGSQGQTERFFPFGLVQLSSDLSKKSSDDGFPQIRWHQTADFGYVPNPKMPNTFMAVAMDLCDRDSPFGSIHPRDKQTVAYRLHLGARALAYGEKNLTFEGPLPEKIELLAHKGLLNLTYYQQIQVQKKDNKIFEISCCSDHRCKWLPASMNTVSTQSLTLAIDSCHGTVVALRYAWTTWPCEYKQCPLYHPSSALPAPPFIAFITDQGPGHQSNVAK
# UHRF1 MBD2 ctr: human UHRF1 methylated DNA binding inhibitors | hit rate 0.75% among 370,000 | UHRF1 binding to methylated oligo, TR-FRET | inhibition, % at 4.4 µM | Q96T88 | AID 687016; in the data active means inhibition above about 21%;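 further: UHRF1 SRA domain binding a hemimethylated CpG hairpin DNA probe; 0% = median of test compound wells and 100% = reference inhibitor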
# The depositor's hits bear a star; · = no result given. Not all compounds are listed; count on the stated rates, not on these rows.
SMILES,NPR1 activator,rCAG binder,mABHD4 FP,PRMT1 FP inh,HTRA1 inhibitor,MBD2 inh,NPR2 activator,TCR-CD3 inh,SIAE inh,UHRF1 MBD2 ctr
CC(=O)N1CCc2cc(S(=O)(=O)Nc3cccc(C(F)(F)F)c3)ccc21,-5,8,-4,-1,-8,1,-1,-2,11,-1
Cc1ccc(/C(O)=C2\C(=O)C(=O)N(Cc3cccnc3)C2c2ccccc2[N+](=O)[O-])cc1 (stereo unspecified),-1,13,2,10,7,-1,-12,9,5,-1
CC(Oc1ccc2c3c(c(=O)oc2c1)CCC3)C(=O)NCC1CCC(C(=O)O)CC1 (stereo unspecified),-1,-1,9,0,7,1,7,5,-4,-1
O=c1[nH]c(-c2ccccn2)cc2ccccc12,-1,2,5,-1,1,0,-5,1,3,-18
COc1ccccc1Oc1ccc(NC(=O)Cc2ccccc2)cc1,1,-6,-25,-1,·,3,-2,2,4,-2
Cc1ccc(NC(=S)NC(=O)C2CCCC2)cc1C,-1,-1,-4,1,-22,-5,7,5,-12,-1
COC(=O)c1c(NC(=O)CN2CCN(c3ccccc3OC)CC2)c2cc(C)ccc2n1C,-3,1,6,-1,7,4,2,0,0,-2
Cc1noc(NS(=O)(=O)c2ccc(N/C=C\C(=O)c3cccc4ccccc34)cc2)c1C,4,72*,-4,-1,-27,-4,5,3,-13,-1
CC1(C)Cc2c(sc3c2C(=O)N(c2ccccc2)C2=NCCN23)CS1,7,4,0,1,1,0,-2,-1,1,-4
Cc1ccc(S(=O)(=O)NCCC(=O)Nc2nccs2)cc1,0,-1,-1,-4,-17,-3,3,3,-2,-2
Cc1ccc(CN2CCN(Cc3c(C)nn(-c4ccc(F)cc4)c3C)CC2CCO)o1 (stereo unspecified),-1,-9,-9,-3,-3,-1,2,2,-13,0
CSCCCNc1nc(C)nc2c1nnn2Cc1ccccc1,11,1,-5,-5,·,-7,9,·,6,0
O=C1C=C(Nc2cccnc2)c2ccccc2C1=O,-4,6,27,1,11,-26,-1,2,5,1
O=C(Cn1cccn1)N1CCCC(N2CCN(c3cccc(C(F)(F)F)c3)CC2)C1 (stereo unspecified),3,-9,-3,2,4,-3,2,0,2,0
O=C(Cc1ccccc1)N1CCCC(c2nc(-c3cccs3)no2)C1 (stereo unspecified),0,-6,3,0,-1,2,3,-3,5,-1
CCOC(=O)CNC(=O)Nc1cccc(Cl)c1C,-1,-1,-2,0,1,0,1,-2,3,-2
O=C(CSc1ccc(Cl)cc1)Nc1cc(-c2nc3ncccc3o2)ccc1Cl,-3,5,6,-4,·,5,4,1,-3,-2
O=C(NCCC1=CCCCC1)c1cc(S(=O)(=O)N2CCCCC2)ccc1Cl,-2,0,4,-5,1,-5,-1,-10,-1,13
CCCCN(C(C)=O)c1ccc2c(c1)C1CC2CCN1Cc1ccccc1 (stereo unspecified),-7,-4,5,1,1,-1,2,-5,-6,0
CC(=O)Nc1ccc(-c2ccnc3c2CC(C(=O)NCC2CC2)O3)cc1 (stereo unspecified),-7,1,3,1,·,2,-3,0,6,1
CC(C)C[C@@H](CNCC(=O)[C@H](Cc1c[nH]c2ccccc12)NC(=O)c1[nH]cnc1C(=O)N[C@H](CN)CC(C)C)NC(=O)c1nc[nH]c1C(=O)N[C@@H](CC(=O)O)C(=O)O,6,28,14,1,21,9,0,9,8,22*
CSc1nc2cc(F)c(F)cc2n1C,3,1,-3,-3,3,0,0,3,-1,-2
CC(=O)c1ccc(N2CCN(CC(=O)Nc3ccc4c(c3)OCCO4)CC2)cc1,-3,-5,-15,6,4,3,-4,-4,-2,7
O=C(Nc1ccc([N+](=O)[O-])cc1)c1ccccc1,-1,2,3,0,-10,1,3,-4,-6,1
Cc1ccc(S(=O)(=O)NC2=NCCCCC2)cc1,2,0,-5,1,0,2,-3,4,6,-3
COC(=O)C1=C(C)N(Cc2ccc(C(F)(F)F)cc2)C(=NCc2ccc(C(F)(F)F)cc2)NC1c1ccc(F)cc1 (stereo unspecified),-10,5,26,2,·,-1,-5,-2,0,-3
CC(=O)c1ccc(NC(=O)C(Cc2ccccc2)NC(=O)c2ccco2)cc1 (stereo unspecified),0,2,-4,-5,-4,-1,-5,0,-5,-1
CCN(c1cccc(C)c1)S(=O)(=O)c1ccc(-c2coc(C)n2)cc1,-1,-2,-12,-2,-30,1,2,5,-1,2
CCOC(=O)c1ccccc1NC(=O)COC(=O)C1CCN(S(=O)(=O)c2ccccc2C(=O)OC)CC1,0,4,-1,-2,-28,0,-1,-1,-5,2
C[C@H](CO)N1C[C@H](C)[C@@H](CN(C)CC2CCCCC2)Oc2c(NC(=O)CCC(F)(F)F)cccc2C1=O,-3,-7,-5,-2,-4,-3,-9,-1,2,4
NS(=O)(=O)c1ccc(CCNS(=O)(=O)c2ccc3c(c2)NC(=O)CO3)cc1,4,2,-3,0,-3,-3,3,-1,-3,1
Cc1ccc(S(=O)(=O)N2CC(O)CC2C(=O)O)cc1 (stereo unspecified),4,4,4,1,1,-1,0,6,5,-3
CC1CCC2(CC1)NC(=O)N(CC(=O)Nc1cccc(S(=O)(=O)N(C)c3ccccc3)c1)C2=O (stereo unspecified),1,4,-7,-2,-19,2,5,-2,-8,0
O=C(Nc1ccc(F)cc1)c1ccc(S(=O)(=O)N2CCCC2)cc1,-2,2,-6,-2,-8,1,6,3,2,-2
Cc1c(N(C(=O)c2ccccn2)C2(C(=O)NC3CCCCC3)CCCCC2)c(=O)n(-c2ccccc2)n1C,-2,-10,-9,-4,0,-3,-2,3,7,-1
CC(=O)c1ccc(Sc2ccccn2)c([N+](=O)[O-])c1,1,0,1,-2,·,-6,0,-1,3,-3
CCC1(C)Cc2ccccc2-c2[nH][nH]c(=O)c21 (stereo unspecified),-1,3,-1,0,-2,-7,4,7,2,2
CSc1nsc(SCC(=O)Nc2ccccc2)n1,-2,2,2,5,-3,5,3,-4,-1,1
Cc1ccc(NC2=CC(=O)C(=O)c3ccccc32)c(C)c1,-2,4,7,-1,15,-13,-5,-5,2,-1
COc1ccc(CN2C(=O)c3ccccc3C2c2nnnn2-c2ccc3c(c2)OCCO3)cc1OC (stereo unspecified),-3,0,3,1,·,-1,-6,-3,-2,0
CCn1c(C)nnc1SCC(=O)Nc1cccc(C(F)(F)F)c1,2,1,0,0,2,0,5,-1,2,-2
Cc1nc(SCC(=O)Nc2cccc(C(=O)O)c2)n[nH]1,3,0,4,0,3,7,-3,-6,1,3
Fc1ccc(Nc2nc(NCc3cccs3)nc3ccsc23)cc1,12,3,20,1,·,1,15,0,10,-1
O=C(c1ccco1)N1CCCN(Cc2nc(-c3cccs3)no2)CC1,0,-3,1,0,4,0,4,1,-2,1
Cc1ccc(S(=O)(=O)N(C)C)cc1NC(=O)C(C)NC(C)c1cccs1 (stereo unspecified),-4,-2,-12,4,13,9,7,1,4,5
CCOC(=O)c1c(CC(C)C)csc1NC(=O)COC(=O)c1cnc(C)cn1,-2,2,9,-8,0,-1,-7,2,4,-2
COc1ccc(NC(=O)CN(C)C(=O)c2cn(-c3ccccc3)nc2-c2ccc(Cl)cc2)cc1,-5,9,-32,-3,-69,6,-4,2,-13,-1
Clc1cc(Br)ccc1NCc1cccnc1,1,-5,2,0,1,1,-9,4,0,1
Cc1cc(Br)ccc1NC(=S)N1CCOCC1,2,0,2,1,3,-1,-1,2,4,1
Cc1cccc(N2C(=O)c3ccc(C(=O)Nc4c[nH]c(=O)[nH]c4=O)cc3C2=O)c1,-3,3,-6,-2,9,-5,-3,2,-2,-3
O=C(O/N=C(\c1ccccc1)c1ccccn1)c1cccc2ccccc12,-2,-2,0,1,-9,1,-12,1,5,4
Cc1cccc(C(=O)O/N=C2/CC3CCC2(C)C3(C)C)c1 (stereo unspecified),-2,-9,20,-1,-6,-2,1,5,-3,2
COC(=O)c1ccc(Nc2cc(C)nc(-c3ccccc3O)n2)cc1,2,4,-1,-1,-8,-4,-7,5,-2,2
Cc1cc(Br)ccc1NC(=O)CN(C)C(=O)C1CCN(c2ncnc3sc(C)c(C)c23)CC1,-1,-1,-7,-3,-23,-5,-2,-3,-6,-4
N#CC(C#N)=C1C=C2C=C(N3CCOCC3)CCC2CC1 (stereo unspecified),-21,-357,1,-61,6,-17,-7,4,0,-77
CN(C(=O)Cc1c(C(=O)O)n(C)c2ccccc12)c1cccc(C(F)(F)F)c1,2,10,8,2,4,0,1,3,-1,6
CCCn1nnnc1NCc1ccc(F)cc1,2,-1,4,-2,-3,-7,5,8,8,-3
Cc1ccc(N=Cc2cc3c(cc2[N+](=O)[O-])OCO3)cc1[N+](=O)[O-],-5,39*,42*,25*,·,4,0,6,4,9
Cc1ccccc1C(=O)NC1CC(C)(C)NC(C)(C)C1,-1,0,0,0,5,-4,9,3,1,3
CCN(CC)C(=O)CSc1nc2ccc(NC(=O)CSc3nccn3C)cc2s1,-1,13,-4,14,-4,2,6,9,1,-4
# Later entries.
SMILES,NPR1 activator,rCAG binder,mABHD4 FP,PRMT1 FP inh,HTRA1 inhibitor,MBD2 inh,NPR2 activator,TCR-CD3 inh,SIAE inh,UHRF1 MBD2 ctr
CC(=O)/C(C#N)=C1\NC(=O)C(Cc2ccccc2C)S1 (stereo unspecified),4,7,-7,8,·,0,2,-1,11,0
Cn1c(-c2ccc3c(c2)OCO3)cnc1NCc1cccc(O)c1,0,-1,8,-3,6,-3,-1,7,6,-3
CC1(c2ccccc2Cl)NC(=O)N(CC(=O)NCc2ccc3c(c2)OCO3)C1=O (stereo unspecified),5,1,1,0,9,-2,7,-3,-2,-2
COc1ccc(-c2noc(CN3C(=O)c4ccccc4C3=O)n2)cc1,-1,0,-2,-3,-1,-5,6,2,-5,-1
CCOC(=O)N1CCN(C(=O)C2CCN(C(=O)c3ccccc3C)CC2)CC1,41*,21,-22,91*,-49,2,18,12,-23,2
CCCNC(=O)c1cc(C2CCCCN2S(=O)(=O)c2ccc(OC)cc2)on1 (stereo unspecified),-1,0,-1,1,·,4,3,-5,-4,2
Cc1ccc(S(=O)(=O)N2CCC(C(=O)N3CCC3)CC2)cc1,0,-3,0,-2,6,-6,-1,11,2,-1
COc1ccc(NC(=O)/C(C#N)=C/c2ccc(OCc3ccccc3F)cc2)cc1,0,0,-6,1,0,1,1,6,-2,0
O=C(COC(=O)c1ccc(Br)o1)NC1CCCc2ccccc21 (stereo unspecified),-6,-4,-4,-2,5,-2,2,-4,2,0
COc1ccc(C(=O)NCC(c2ccco2)N2CCCCC2)cc1S(=O)(=O)Nc1ccc(C)cc1 (stereo unspecified),2,6,-3,-2,-23,2,3,1,-10,0

# Complete entries, quoted from the list:
# `CC(=O)/C(C#N)=C1\NC(=O)C(Cc2ccccc2C)S1` (stereo unspecified) in the list: NPR1 activator: 4; rCAG binder: 7; mABHD4 FP: -7; PRMT1 FP inh: 8; HTRA1 inhibitor: ·; MBD2 inh: 0; NPR2 activator: 2; TCR-CD3 inh: -1; SIAE inh: 11; UHRF1 MBD2 ctr: 0
# `Cc1ccc(S(=O)(=O)N2CCC(C(=O)N3CCC3)CC2)cc1` in the list: NPR1 activator: 0; rCAG binder: -3; mABHD4 FP: 0; PRMT1 FP inh: -2; HTRA1 inhibitor: 6; MBD2 inh: -6; NPR2 activator: -1; TCR-CD3 inh: 11; SIAE inh: 2; UHRF1 MBD2 ctr: -1
# `CCCNC(=O)c1cc(C2CCCCN2S(=O)(=O)c2ccc(OC)cc2)on1` (stereo unspecified) in the list: NPR1 activator: -1; rCAG binder: 0; mABHD4 FP: -1; PRMT1 FP inh: 1; HTRA1 inhibitor: ·; MBD2 inh: 4; NPR2 activator: 3; TCR-CD3 inh: -5; SIAE inh: -4; UHRF1 MBD2 ctr: 2

# High-throughput results (PubChem)
